HEK293 tox = cytotoxicity counter-screen for GLP-1 receptor inverse agonists | HEK293 cAMP-luciferase reporter cells, luminescence, 24 h | Potency, µM (titrated, usually from 38.3 µM), for inactives: at the top dose activity change, negative = inhibition, usual class: inhibitors | actives 0.13% (n = 410,000) | AID 624418;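 further: loss of luciferase light is scored as toxicity; potency means the concentration at half of the fitted maximal effect; on the % scale 0 is the no-effect control and ±100 the full control effect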
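Compound-treated cells are incubated 24 hr at 37 deg C under 5% CO2 after a 12 hour attachment period, then luciferase detection reagent is added and luminescence is measured following 12 min at room temperature; lowered signal indicates toxicity.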
GLP1R inv ag = GLP-1 receptor (human) inverse agonism. P43220. HEK293 GLP-1R CRE-luciferase, luminescence, 24 h; GLP-1R form is constitutively active. Potency, µM (doses to about 38.3 µM), without a hit: at the top dose activity change, negative = inhibition, actives largely listed as inhibitors. actives 1.6% (n = 410,000); further: potency means the concentration at half of the fitted maximal effect; on the % scale 0 is the no-effect control and ±100 the full control effect; nearly all actives have a fitted effect of over 55% in size
Target sequence (P43220 whole entry, looked up): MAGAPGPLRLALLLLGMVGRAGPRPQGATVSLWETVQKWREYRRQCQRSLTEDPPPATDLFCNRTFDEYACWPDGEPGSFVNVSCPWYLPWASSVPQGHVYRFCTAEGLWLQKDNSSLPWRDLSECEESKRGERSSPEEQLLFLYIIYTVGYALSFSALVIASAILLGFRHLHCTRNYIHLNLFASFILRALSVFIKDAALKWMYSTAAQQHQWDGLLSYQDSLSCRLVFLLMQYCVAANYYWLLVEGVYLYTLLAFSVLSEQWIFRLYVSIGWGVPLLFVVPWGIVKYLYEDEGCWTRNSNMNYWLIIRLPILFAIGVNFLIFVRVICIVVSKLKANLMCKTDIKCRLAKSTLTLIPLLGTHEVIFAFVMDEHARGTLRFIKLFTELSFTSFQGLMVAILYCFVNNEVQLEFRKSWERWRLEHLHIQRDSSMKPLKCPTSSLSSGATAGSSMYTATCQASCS
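Luminescence readout: a drop in cAMP-driven luciferase signal flags inverse agonism at a constitutively active GLP-1R stably expressed in HEK293. Compound exposure lasted 24 hr at 37 deg C, 5% CO2.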
IL-2 act = activates IL-2 in a cell-based reporter assay; activation, % (series mostly up to about 46 µM); AID 652025; actives 0.065% (n = 360,000); IL-2 activation reporter assay, cell-based qHTS; stimulated with anti-CD3/CD4/CD28 beads; in transgenic mouse T cells; in the data active means activation above about 50%; inconclusive means mostly about 30% to 49%; further: 0% is about no effect
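Quantitative HTS in unstimulated transgenic mouse T cells, with memory T cells as non-tolerant control and PMA/ionomycin as tolerance-bypass control. Compound pretreatment lasted 60 minutes before 18 h bead stimulation; EGFP/DsRed fluorescence read.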
EPAC1 agonist = agonists of human EPAC1. EPAC1 agonist qHTS, biochemical assay; response scale: 100% = response to 6.5 mM cAMP. Potency, µM (highest dose often 154 µM), for inactives: at the top dose activation, most hits filed as activators. actives 0.073% (n = 360,000); further: potency means the concentration at half of the fitted maximal effect; nearly all actives have a fitted effect of over 60% in size
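Compounds were pinned as a concentration titration into mixtures of EPAC1 (100 nM), BODIPY-GDP-loaded Rap1B (250 nM) and GDP (50 uM). After 5 min at room temperature, fluorescence was followed for 30 min; activity was scaled to 6.5 mM cAMP.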
PTHR1 ag = activates the human parathyroid hormone receptor PTHR1; actives 0.075% (n = 410,000); Q03431; HEK293 GP2 PTHR1 cells, GloSensor cAMP luminescence, 1 h; Potency, µM (titrated, usually from 115 µM), for inactives: at the highest dose activation, most hits filed as activators; further: potency means the concentration at half of the fitted maximal effect; nearly all actives have a fitted effect of over 55% in size; some results filed as inactive show a strong effect at the top dose; inactives centre near -15; many of its hits are not listed in these tables
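HEK-293-derived GP2 cells expressing PTHR1 and a GloSensor cAMP reporter, 3,000/well, plated overnight, given luciferin plus IBMX (each 0.5 mM as added) for 1 h at 37 °C, then compound for 1 h at 37 °C. Luminescence was read after 15 min at room temperature.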
PI5P4Ka inh = inhibitors of human PI5P4K alpha; actives 1.2% (n = 330,000); max response, %; AID 652105; PI5P4Kalpha enzyme, ADP-Glo luminescence, 60 min; active compounds read low; active means max response of -50% or lower; inconclusive means between -30% and -50%; inactive means -30% or higher; further: value at the top dose of about 77 µM; on the % scale 0 is the no-effect control and ±100 the full control effect
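Reactions run in 0.038 M HEPES pH 7.4, 0.28 mM EGTA, 0.1% CHAPS and 5% DMSO, with PI5P4Kalpha, substrate, compound and 5 microM ATP final, one hour at room temperature. Readout is ADP-Glo luminescence.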
EPAC1 antagonist = blocks human EPAC1 exchange factor | EPAC1 GEF assay, Rap1b-BODIPY-GDP exchange fluorescence | Potency, µM (series often up to 115 µM), for the others: top-dose activity change, negative = inhibition, hits mostly inhibitors | actives 0.14% (n = 360,000) | AID 720709;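 further: potency means the concentration at half of the fitted maximal effect; plate controls were vehicle for no effect and positive control for full effect; nearly all actives have a fitted effect of over 50% in size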
PLK1 PBD inh = inhibitors of human PLK1 polo-box domain binding; Potency, µM, inactives show max response, negative = inhibition, hits mostly inhibitors; AID 720504; P53350; actives 2.8% (n = 360,000); Plk1 PBD binding of FITC phosphopeptide, fluorescence polarization; further: potency means the concentration at half of the fitted maximal effect; series mostly up to about 57 µM; on the % scale 0 is the no-effect control and ±100 the full control effect; nearly all actives have a fitted effect of over 65% in size
Target sequence (P53350 whole entry, looked up, the tested form may be a part): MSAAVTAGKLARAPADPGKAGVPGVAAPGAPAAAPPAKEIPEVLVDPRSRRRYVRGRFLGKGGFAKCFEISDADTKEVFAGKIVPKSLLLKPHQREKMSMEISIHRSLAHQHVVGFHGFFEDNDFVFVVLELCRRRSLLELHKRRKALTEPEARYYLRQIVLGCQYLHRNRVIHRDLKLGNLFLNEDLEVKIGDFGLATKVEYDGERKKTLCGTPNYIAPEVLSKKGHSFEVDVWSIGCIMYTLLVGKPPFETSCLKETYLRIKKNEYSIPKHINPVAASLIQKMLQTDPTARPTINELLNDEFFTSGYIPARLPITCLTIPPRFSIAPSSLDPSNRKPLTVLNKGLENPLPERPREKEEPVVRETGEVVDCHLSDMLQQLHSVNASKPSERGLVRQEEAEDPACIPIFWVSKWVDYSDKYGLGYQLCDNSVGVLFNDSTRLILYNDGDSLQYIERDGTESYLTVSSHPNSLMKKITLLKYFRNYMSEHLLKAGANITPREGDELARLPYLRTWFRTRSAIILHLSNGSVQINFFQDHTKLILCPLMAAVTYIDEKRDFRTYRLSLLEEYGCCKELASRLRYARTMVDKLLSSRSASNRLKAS
GLP1R ag = GLP-1 receptor (human) agonism. actives 0.007% (n = 380,000). P43220. Potency, µM (titrated, usually from 45.6 µM), for the others: at the top dose activation, actives largely listed as activators. HEK293 GLP-1R CRE-luciferase, luminescence, 4-6 h; cells express a hypersensitive GLP-1R form; further: potency means the concentration at half of the fitted maximal effect; % of control where 0% means no effect
Active calls of the source: *; i = inactive; ? = inconclusive; . = not tested or not shown; [ ] = another dose, or the depositor's remark. Unless noted, the call rests on the fitted dose curve; in most records, active means well fitted curve in the direction sought with a large enough effect; inconclusive means small, poorly fitted or top-dose-only effect, or another doubt; inactive means no such curve, though single readings can be large; an effect the other way counts as inactive or inconclusive. An excerpt (hit frequency here may not be typical).

SMILES | HEK293 tox | GLP1R inv ag | IL-2 act | EPAC1 agonist | PTHR1 ag | PI5P4Ka inh | EPAC1 antagonist | PLK1 PBD inh | GLP1R ag
N#CC(Cc1cc2ccccc2n1S(=O)(=O)c1ccccc1)OCc1ccccc1 (stereo not given) | -6% | ? | -0.2 | -5% | -1% | 0 | -3% | -3% | 5%
CCOC(=O)/C(=N\Nc1ccccc1Cl)N1CC(C)OC(C)C1 (stereo not given) | -20% | 5µM* | -0.6 | 15% | i | 18 | -9% | -2% | 21%
Cc1ccc(C(=O)Oc2coc(CSc3nnc(NC(=O)c4cccs4)s3)cc2=O)cc1 | 0% | 1% | 0.2 | -10% | i | ? | -17% | -11% | -16%
CCOc1ccc(NC(=O)c2cccnc2SC)cc1 | 2% | 16% | 0.9 | 3% | -24% | 1 | 5% | 1% | 2%
Cc1ccc(S(=O)(=O)N2CCC(=O)N(C(COCc3ccc(C(F)(F)F)cc3)C(C)C)CC2)cc1 (stereo not given) | -13% | ? | -0.6 | -33%[inhibitor] | -8% | 15 | -22% | 2% | 3%
CCn1c2ccccc2c2cc(NC(=O)CSc3nnc(-c4cccc(OC)c4)n3N)ccc21 | ? | -6% | -0.9 | 9% | -4%[57.5 µM] | 4 | -17% | -6% | -2%
NC(=O)C1CCN(CC(=O)NC2CCCc3ccccc32)CC1 (stereo not given) | -10% | 1% | -0.1 | 0% | i | 7 | -20% | 0% | 14%
Cc1ccccc1NC(=S)N(CCc1c(C)[nH]c2ccc(F)cc12)Cc1ccncc1 | 3% | ? | 0.7 | 8% | -19% | 9 | -23% | -7% | 8%
COc1cc(CCC(=O)OCC(=O)Nc2ccccc2C#N)cc(OC)c1OC | 4% | -8% | 1.5 | -4% | -21% | 1 | -4% | ? | 7%
Cc1cccnc1Nc1nc(-c2ccccc2)cs1 | 2% | ? | -0.5 | 13% | -55%[inhibitor] | 10 | 9% | -12% | -3%
O=C(NCC1CCCO1)c1ccc(COc2ccccc2)o1 (stereo not given) | 9% | ? | -0.7 | -3% | -21% | 0 | -14% | -12% | -5%
CCOP(=O)(OCC)C(NC(=O)Nc1ccc(Cl)cc1)c1ccccc1 (stereo not given) | -11% | ? | 0.3 | -2% | i | 5 | 1% | -5% | -1%
OC(c1ccccc1)c1ccccc1CN1CCCNC1=S (stereo not given) | -1% | -8% | -0.3 | -6% | i | -7 | 15% | 0% | 0%
COc1ccc(OC)c(CNC(=O)c2cc3c(Cl)nc4ccccc4c3s2)c1 | 1% | 4% | . | . | -44% | . | . | . | 5%
CCn1c(=O)c2cc(C(=O)N(CCN(C)C)Cc3ccccc3)sc2c2ccccc21 | 4% | 7% | . | . | ? | . | . | . | 1%
CCCCOC(=O)c1cc(=O)[nH]c2ccccc12 | 2% | 64%[activator] | -2.1 | 0% | i | . | 5% | -1% | 17%
O=C(NCCCN1CCOCC1)C1CC(=O)N(c2ccccc2)C1 (stereo not given) | -13% | -10% | -0.1 | -4% | i | 3 | -10% | -1% | 5%
CC1=CC(=O)C2=C(C)CC[C@@H]3[C@H](OC(=O)[C@H]3C)[C@@H]12 | 8% | -9% | -0.7 | 1% | -13% | 5 | 4% | 2% | -5%
CC(C)(C)c1ccc(C(=O)N2CCC(C(=O)NCc3ccncc3)CC2)cc1 | -13% | -18% | -0.7 | 5% | i | -1 | -6% | 1% | 6%
O=c1c2cc(Cl)ccc2oc2nc3n(c(=O)c12)CCCS3 | 12% | 3% | -0.4 | -3% | -6%[57.5 µM] | -2 | 2% | -18% | -14%
Cn1c(=O)c2c(nc(NCCc3ccccc3)n2CC(=O)NCCc2ccccc2)n(C)c1=O | -2% | -2% | -0.6 | 13% | i | 7 | 0% | -11% | 1%
COCCNC(=O)C1(C)CCCN(Cc2cc(C)ccc2C)C1 (stereo not given) | 5% | -24% | -0.2 | 17% | i | 3 | 8% | -1% | 10%
COc1cc(Cc2cc(OC)c(O)c(OC)c2)cc(OC)c1O | -10% | ? | -0.9 | 10% | i | -11 | 12% | -3% | 3%
CN(Cc1ccccc1)S(=O)(=O)c1ccc2[nH]c(=O)oc2c1 | -28% | -7% | -2.0 | -15% | -1% | 0 | -12% | 1% | -2%
Cc1cc(C)c(C(=O)NCC2CCCO2)c(C)c1C(=O)NCC1CCCO1 (stereo not given) | -6% | -14% | -0.3 | -3% | i | 1 | 4% | 2% | 4%
COc1ccc(/C=C/c2ccc3cccc(O)c3n2)c(OC)c1OC | -21% | 2.5µM* | -0.1 | 2% | -26% | 14 | -4% | -5% | -4%
CCCCCOC(=O)C1[C@H]2C(=O)N(CCCOC)C[C@]23C=C[C@H]1O3 (stereo not given in full) | 7% | 0% | 0.0 | -14% | 6%[57.5 µM] | -6 | -3% | -1% | 1%
CC(C)n1nccc1N(Cc1ccc(Br)cc1)S(=O)(=O)c1ccccc1 | -2% | ? | -6.2 | 2% | i | 7 | 0% | -12% | 1%
O=C(Nc1ccc2c(c1)CCC2)Nc1ccc(F)cc1F | -1% | -3% | -1.8 | 7% | -37%[inhibitor] | 1 | -27% | 1% | 1%
O=C(N/N=C/c1c[nH]c2ccccc12)c1cccc([N+](=O)[O-])c1 | -9% | ? | -0.5 | -6% | i | 1 | -10% | -6% | 15%

Exported with values under each structure: 12 of the compounds above.
Order of results – HEK293 tox	GLP1R inv ag	IL-2 act	EPAC1 agonist	PTHR1 ag	PI5P4Ka inh	EPAC1 antagonist	PLK1 PBD inh	GLP1R ag
CCCCOC(=O)c1cc(=O)[nH]c2ccccc12
 : 2%	64%[activator]	-2.1	0%	i	.	5%	-1%	17%
O=C(NCCCN1CCOCC1)C1CC(=O)N(c2ccccc2)C1 (stereo not given)
 : -13%	-10%	-0.1	-4%	i	3	-10%	-1%	5%
CC1=CC(=O)C2=C(C)CC[C@@H]3[C@H](OC(=O)[C@H]3C)[C@@H]12
 : 8%	-9%	-0.7	1%	-13%	5	4%	2%	-5%
CC(C)(C)c1ccc(C(=O)N2CCC(C(=O)NCc3ccncc3)CC2)cc1
 : -13%	-18%	-0.7	5%	i	-1	-6%	1%	6%
O=c1c2cc(Cl)ccc2oc2nc3n(c(=O)c12)CCCS3
 : 12%	3%	-0.4	-3%	-6%[57.5 µM]	-2	2%	-18%	-14%
Cn1c(=O)c2c(nc(NCCc3ccccc3)n2CC(=O)NCCc2ccccc2)n(C)c1=O
 : -2%	-2%	-0.6	13%	i	7	0%	-11%	1%
COCCNC(=O)C1(C)CCCN(Cc2cc(C)ccc2C)C1 (stereo not given)
 : 5%	-24%	-0.2	17%	i	3	8%	-1%	10%
COc1cc(Cc2cc(OC)c(O)c(OC)c2)cc(OC)c1O
 : -10%	?	-0.9	10%	i	-11	12%	-3%	3%
CN(Cc1ccccc1)S(=O)(=O)c1ccc2[nH]c(=O)oc2c1
 : -28%	-7%	-2.0	-15%	-1%	0	-12%	1%	-2%
Cc1cc(C)c(C(=O)NCC2CCCO2)c(C)c1C(=O)NCC1CCCO1 (stereo not given)
 : -6%	-14%	-0.3	-3%	i	1	4%	2%	4%
COc1ccc(/C=C/c2ccc3cccc(O)c3n2)c(OC)c1OC
 : -21%	2.5µM*	-0.1	2%	-26%	14	-4%	-5%	-4%
CCCCCOC(=O)C1[C@H]2C(=O)N(CCCOC)C[C@]23C=C[C@H]1O3 (stereo not given in full)
 : 7%	0%	0.0	-14%	6%[57.5 µM]	-6	-3%	-1%	1%

Remaining list, next part
SMILES | HEK293 tox | GLP1R inv ag | IL-2 act | EPAC1 agonist | PTHR1 ag | PI5P4Ka inh | EPAC1 antagonist | PLK1 PBD inh | GLP1R ag
CCN(Cc1ccccc1)C(=O)c1ccccc1C | 6% | 0% | -2.4 | 5% | i | . | 1% | -8% | -3%
Cn1c(=O)c2c(nc(CN3CCN(Cc4ccccc4)CC3)n2CCN2CCOCC2)n(C)c1=O | -13% | ? | -2.6 | 1% | i | 0 | -1% | -9% | -7%
COc1cccc(N2CCN(C(=O)c3cccc(NC(=O)C4=C(C)OCCS4)c3)CC2)c1 | 3% | -20% | -3.8 | 12% | -8% | 9 | 5% | -5% | 4%
COc1ccc(Oc2nc3c(c(=O)n(C)c(=O)n3C)n2Cc2ccccc2)cc1 | -4% | 5% | -2.0 | -1% | i | 0 | 12% | 27µM* | 10%
Cc1ccc(OC(=O)C2CSC3(C)CCC(=O)N23)c(Br)c1 (stereo not given) | 2% | -9% | -3.5 | 8% | -5% | 0 | -21% | 0% | 11%
COc1cccc(C(=O)Nc2cc3c(cc2C(=O)c2ccc(C)cc2)OCCO3)c1 | 1% | 19% | . | . | -6% | . | . | . | -8%
CC(=O)Nc1ccc(NC(=O)CSc2nnc(NC(=O)c3ccccc3F)s2)cc1 | -5% | -19% | -1.6 | 11% | -8% | -11 | 6% | -21% | -5%
CCOC(=O)c1cc(-c2ccccc2C)n(Cc2cc(C)no2)n1 | -3% | 19% | -0.4 | -4% | i | -4 | -13% | -1% | -4%
c1ccc(CCNc2nc(-c3cccnc3)cs2)cc1 | 8% | -3% | 2.6 | 6% | -1%[57.5 µM] | . | -18% | -15% | 15%
O=C(O)CC1=C(O)C(=O)N(c2ccccc2)C1c1ccccc1 (stereo not given) | -3% | -33% | -0.3 | -7% | i | -2 | 10% | -12% | -1%

Ordered by count of non-hydrogen atoms (high to low): part of the list above
SMILES | HEK293 tox | GLP1R inv ag | IL-2 act | EPAC1 agonist | PTHR1 ag | PI5P4Ka inh | EPAC1 antagonist | PLK1 PBD inh | GLP1R ag
COc1ccc(OC)c(CNC(=O)c2cc3c(Cl)nc4ccccc4c3s2)c1 | 1% | 4% | . | . | -44% | . | . | . | 5%
Cc1cc(C)c(C(=O)NCC2CCCO2)c(C)c1C(=O)NCC1CCCO1 (stereo not given) | -6% | -14% | -0.3 | -3% | i | 1 | 4% | 2% | 4%
COc1ccc(/C=C/c2ccc3cccc(O)c3n2)c(OC)c1OC | -21% | 2.5µM* | -0.1 | 2% | -26% | 14 | -4% | -5% | -4%

Compound activity: PubChem BioAssay, National Center for Advancing Translational Sciences (NCATS)
